Compound activity: PubChem, Fisher Drug Discovery Resource Center
mcGAS inh: mouse cGAS inhibition by luminescence. Q8C6L5. hit rate 0.15% among 160,000. inhibition, % at 12.5 µM. AID 1259399. recombinant cGAS, Kinase-Glo ATP depletion luminescence;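 also: 0% = negative control wells and 100% = reference inhibitor with no enzyme activity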
hcGAS lum: human cGAS inhibition | recombinant h-cGAS, ATP depletion, Kinase-Glo luminescence | hit rate 0.081% among 290,000 | Q8N884 | inhibition, % at 12.5 µM;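 also: 0% = vehicle reaction and 100% = reaction without DNA for no activity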
Target sequence (Q8N884 whole entry, looked up): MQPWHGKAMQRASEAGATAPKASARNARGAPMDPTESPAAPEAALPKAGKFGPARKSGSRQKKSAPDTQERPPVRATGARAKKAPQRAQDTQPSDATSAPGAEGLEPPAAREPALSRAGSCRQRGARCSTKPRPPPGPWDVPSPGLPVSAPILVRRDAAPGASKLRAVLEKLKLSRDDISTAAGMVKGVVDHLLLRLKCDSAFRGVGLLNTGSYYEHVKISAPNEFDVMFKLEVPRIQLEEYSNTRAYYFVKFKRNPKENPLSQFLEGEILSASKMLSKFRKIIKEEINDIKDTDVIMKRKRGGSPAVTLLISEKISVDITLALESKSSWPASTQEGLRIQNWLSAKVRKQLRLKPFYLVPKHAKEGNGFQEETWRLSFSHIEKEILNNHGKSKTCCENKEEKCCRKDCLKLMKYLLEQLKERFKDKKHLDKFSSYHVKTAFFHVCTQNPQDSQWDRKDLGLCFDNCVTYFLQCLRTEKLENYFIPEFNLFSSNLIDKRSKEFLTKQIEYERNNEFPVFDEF
NPYLR7 agonist: mosquito NPYLR7 agonism; HEK293T NPYLR7/Galpha15, GCaMP6s calcium fluorescence; activation, % at 10 µM; hit rate 0.15% among 270,000; in the data active = activation above about 40%;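 also: 0% = vehicle and 100% = reference agonist at the receptor; some compounds past the cut are filed as inactive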
* hit, by the source's call; · = not tested or not shown. Rule as the data show it, unless noted: active = inhibition above about 40%; inactive = the rest.

smiles,hcGAS lum,mcGAS inh,NPYLR7 agonist
COCCCN(Cc1csc(COc2cc(C)cc(C)c2C)n1)C(=O)c1cccc(Br)c1,-6,-6,18
COc1ccc2oc(=O)n(C3CCN(C(=O)c4cnc5ccccc5n4)CC3)c2c1,-11,-8,0
Cn1ccc2c(-c3cccc(=O)[nH]3)ccnc21,4,1,·
COC(=O)c1cc(OC)c(OC)cc1NCc1ccc(F)cc1Br,16,·,-4
Cc1c(C(=O)N2CCOCC2)sc2nc(-c3ccccc3)cn12,-10,-10,7
Cc1ccc(-n2ncc3c2CC(C)(C)CC3NC(=O)c2cn(C)c3ccccc3c2=O)cc1 (stereo unspecified),-12,-11,25
CCCS(=O)(=O)Nc1ccc2c(c1)C(=O)N(CC)c1ccccc1O2,-6,·,9
Cc1cc(=O)[nH]c(-n2nc(-c3cccs3)cc2NC(=O)c2ccccc2C)n1,-7,·,0
O=C(NC1CC(=O)N(Cc2cccc3ccccc23)C1)C(=O)c1ccccc1 (stereo unspecified),-8,·,23
CN(Cc1ccc(Br)s1)C(=O)c1ccccc1O,-17,·,0
Cc1cnc2c(C(=O)NC(Cn3ccnc3)C(C)C)cnn2c1 (stereo unspecified),-10,·,28
O=C(Cn1nnc(-c2ccccc2)n1)Nc1ccc2c(c1)OC1(CCCCC1)O2,-9,·,6
CC(C)COC(=O)N1CC(=O)N(CCc2ccccc2)CC(O)C1 (stereo unspecified),-3,-7,26
COCCN1CCCC[C@]2(C[C@H](C(=O)O)[C@H](c3ccco3)N2C(=O)c2cccc(C#N)c2)C1=O,-12,-9,4
COc1ncc(CN2CC(c3ccccn3)C2)cn1,-4,-12,21
O=C(C(Cc1ccccc1)c1ccccc1)N1CCC2(CC1)C(=O)NCN2c1ccccc1 (stereo unspecified),-5,-1,-6
COc1ccc(C(=O)Nc2ccc3c(c2)CCC(=O)N3)cc1OC,-5,·,1
Cc1nccc(-c2ccccc2)c1C(=O)N1C[C@H]2C[C@H](O)[C@H](O)C[C@H]2C1,-3,·,8
Nc1cc(=O)[nH]c(=O)n1C1CC1,-8,·,2
CC(C)c1ccccc1OC1CC2CCC(C1)N2C(=O)c1ccc(CSc2nccc(C(F)(F)F)n2)cc1 (stereo unspecified),-15,-9,14
CCCCn1c(=O)[nH]c(=O)c2c1nc(CSc1nnnn1C1CCCC1)n2CC,-2,-5,0
COc1ccc(C(=O)NC(C(=O)NC2CC2)C2CCN(C(=O)c3cccc(C)c3)CC2)cc1 (stereo unspecified),-3,-3,-3
Cc1ccc(-n2ncc3c(C)nn(CC(=O)NCCc4ccccc4)c(=O)c32)cc1C,1,·,-2
CCNC(=O)CSc1nnc(N2CCC(C)CC2)n1Cc1ccco1,-5,-9,6
CC(OCC(F)(F)F)C(=O)Nc1nc2cc(Cl)ccc2s1 (stereo unspecified),-14,·,2
CCOc1ccccc1C=Nc1ccc(C)cc1O,-4,·,-11
CCOCCCn1c(SCc2cc(Cl)ccc2F)nc2cc(C(=O)OCC)ccc21,-2,-7,19
CN(C)c1ccc(C2N=C(N)Nc3nc4ccccc4n32)cc1 (stereo unspecified),-2,·,9
Nc1c(C(=O)CSc2nnc(CC3CCS(=O)(=O)C3)o2)c(=O)[nH]c(=O)n1C1CC1 (stereo unspecified),-3,·,5
CC(C)c1ccc(S(=O)(=O)Nc2cc(-c3ccco3)nn2C2CCS(=O)(=O)C2)cc1 (stereo unspecified),-5,-10,-1
COc1ccc(N2CCN(C(c3ccccc3)C3Sc4nc(C)nn4C3=O)CC2)cc1 (stereo unspecified),-8,·,-2
O=C(NCC1Cc2cc(Oc3ccccc3)ccc2O1)c1ccc2c(c1)OCO2 (stereo unspecified),-3,-5,22
CCN1CCN(C2CCN(C3CCN(Cc4ccccc4)CC3)CC2)CC1,5,0,·
O=C(Nc1nc2ccccc2s1)C1CCCCC1,-6,-5,-16
O=C(NCCc1ccccc1Cl)N1CCN(Cc2ccon2)CC1,-9,·,4
COc1cccc(C(=O)N2C(C(=O)NCc3ccco3)COC23CCN(C(=O)c2ccc(Cl)cc2)CC3)c1 (stereo unspecified),-7,-5,21
O=C1NCCCCC1Sc1nnc2c(Cl)cc(C(F)(F)F)cn12 (stereo unspecified),-15,·,8
CC(C)(C)c1cc(NC(=O)c2ccc(OC(F)(F)F)cc2)n(-c2ccc(C#N)cc2)n1,2,0,0
CN(Cc1cn(C)nc1-c1ccc2c(c1)OCCO2)Cc1cccc2ncccc12,-9,·,0
CC1=C[C@@H](CNC(=O)NC(C)C)[C@H](C(C)C)C[C@H]1Cc1nnc(-c2ccccc2F)o1,-2,-3,-11
COCc1cccc(C(=O)NC(C)c2ccc(F)c(F)c2)c1 (stereo unspecified),-8,-7,-1
CC(C)Nc1cc(N2CCC3(CCC(=O)N(CC4CCCO4)C3)CC2)ncn1 (stereo unspecified),0,0,·
O=S(=O)(Nc1nc2ccccc2nc1NCc1ccccn1)c1ccc(F)cc1,0,·,2
c1cncc(C2CN(c3cc(N4CCCCC4)ncn3)C2)c1,-4,-20,27
CCc1nn2c(ncc3c(=O)n(NC(=O)c4cccnc4)ccc32)c1-c1ccc(F)cc1,-3,·,4

Four of the compounds above, field by field.
COc1cccc(C(=O)N2C(C(=O)NCc3ccco3)COC23CCN(C(=O)c2ccc(Cl)cc2)CC3)c1 (stereo unspecified)
  hcGAS lum = -7
  mcGAS inh = -5
  NPYLR7 agonist = 21

O=C1NCCCCC1Sc1nnc2c(Cl)cc(C(F)(F)F)cn12 (stereo unspecified)
  hcGAS lum = -15
  mcGAS inh = ·
  NPYLR7 agonist = 8

CC(C)(C)c1cc(NC(=O)c2ccc(OC(F)(F)F)cc2)n(-c2ccc(C#N)cc2)n1
  hcGAS lum = 2
  mcGAS inh = 0
  NPYLR7 agonist = 0

CN(Cc1cn(C)nc1-c1ccc2c(c1)OCCO2)Cc1cccc2ncccc12
  hcGAS lum = -9
  mcGAS inh = ·
  NPYLR7 agonist = 0

Additional entries follow:
smiles,hcGAS lum,mcGAS inh,NPYLR7 agonist
Cc1noc(C)c1C1CCCN1C(=O)Cc1cnc2c(C)cccn12 (stereo unspecified),-3,·,5
N#Cc1c(N)nc2c(c1-c1ccc3c(c1)OCO3)CCCC2,-10,·,2
Cc1nc2c(c(C)nn2C)c(C)c1CCC(=O)NC(C)C1CC2CCC1C2 (stereo unspecified),4,1,4
Cc1cc(C)c(S(=O)(=O)Nc2cccc(C3SCC(=O)N3c3ccccc3F)c2)c(C)c1 (stereo unspecified),5,1,·
CCOc1nc(-c2ccc3c(c2)OCO3)n(-c2ccc(NC(=O)C(C)(C)CCl)cc2)n1,-5,0,-14
CCn1nnc2c(=O)n(CC(=O)NC(C)(C)C)cnc21,-6,·,1
COc1cc(OC)cc(N2CCN(C(=O)c3ccc(Cl)c(Cl)c3)C(C)C2=O)c1 (stereo unspecified),26,-3,6
Cc1ccoc1CN1CCN(c2ncccn2)CC1,-11,·,-5
Cc1cccc(-c2nc(C)c(C(C)C)c(N3CCN(C(=O)c4cc(C(F)(F)F)cc(C(F)(F)F)c4)CC3)n2)c1,-11,-4,6
CCOC(=O)C1CCCN(C(c2ccc(Cl)cc2)C2Sc3nc(CC)nn3C2=O)C1 (stereo unspecified),-7,-7,1
Cc1ccc(C=C(C#N)C(=O)NC(C)C)o1,-9,-9,3
Cc1ccc(-c2c(C)oc(C)c2C(=O)Nc2ccccc2)cc1,-10,-4,1
Cc1oc(-c2cccc(C(F)(F)F)c2)nc1CN1CCN(c2cnccn2)CC1,-7,·,3
C=CCN(C(C)C(=O)c1c(C)c(C(=O)OC)n(C)c1C)S(=O)(=O)c1ccc2ccccc2c1 (stereo unspecified),-9,-5,-12
NC(Cc1ccc(C(F)(F)F)cc1)c1csc(Nc2cnccn2)n1 (stereo unspecified),-8,·,1

4 entries out of the list, arranged by heavy-atom count, largest number first.
smiles,hcGAS lum,mcGAS inh,NPYLR7 agonist
C=CCN(C(C)C(=O)c1c(C)c(C(=O)OC)n(C)c1C)S(=O)(=O)c1ccc2ccccc2c1 (stereo unspecified),-9,-5,-12
Cc1cc(C)c(S(=O)(=O)Nc2cccc(C3SCC(=O)N3c3ccccc3F)c2)c(C)c1 (stereo unspecified),5,1,·
CCOc1nc(-c2ccc3c(c2)OCO3)n(-c2ccc(NC(=O)C(C)(C)CCl)cc2)n1,-5,0,-14
Cc1ccc(C=C(C#N)C(=O)NC(C)C)o1,-9,-9,3

(continued)
smiles,hcGAS lum,mcGAS inh,NPYLR7 agonist
CCCSc1ncccc1C(=O)N[C@H](C)C(C)(C)C,0,-5,-8
O=C(c1ccc(-c2ccc3c(c2)OCO3)s1)N1CCc2ccccc2C1,-6,-7,30
COc1ccc(CC(=O)N2CCN(c3nccc(-c4ccc(N5CCOCC5)cc4)n3)CC2)cc1,-1,-2,2
CC(C(=O)Nc1ccc(C#N)cc1)N1CCN(C(=O)C2CC2)CC1 (stereo unspecified),-2,·,-4
COc1ccccc1-c1nc2ccc(C)cn2c1NC(=O)c1ccccc1C,1,-2,-6
O=C(NCC(c1ccccc1)N1CCCC1)c1ccc(OCC2CCCO2)cc1 (stereo unspecified),-4,·,8
CCC(C)C(=O)N1CSCC1C(=O)NNC(=O)c1ccccc1C (stereo unspecified),-3,·,4
O=C(CSc1ccc2nnc(-c3ccccc3)n2n1)NC1CCCC1,-1,-4,0
CN1CCNC(=O)C12CCN(C(=O)c1ccc(-c3ncn[nH]3)cc1)CC2,-4,-12,20
CN1C(=O)/C(=C\c2ccc(N(C)C)cc2)SC1=S,-4,-5,-8
CCOC(=O)C1(CCCc2ccccc2)CCN(C(=O)c2ccc3c(c2)OCO3)CC1,-6,-9,2
Cc1nc2nc(N)nn2c(C)c1CCC(=O)N(C)Cc1ccc(C(C)(C)C)cc1,-15,·,10
CCCCCn1c(SCC(=O)OCC)nc2c1c(=O)[nH]c(=O)n2C,-10,·,-1
Cc1ccc2oc(CN3CCN(c4ccc(C(N)=O)cn4)CC3)c(C)c2c1,0,-11,2
Cc1ccc(NCN2C(=O)C3C4C=CC(C4)C3C2=O)cc1Cl (stereo unspecified),-3,·,0
C=CCN1CCC(C(=O)NC(c2ccc(Cl)cc2)c2nc(OC)cc(OC)n2)CC1 (stereo unspecified),0,-3,5
Cc1nc(CN(C)C(=O)CCn2nnc3ccccc32)no1,-8,-13,-3
O=c1oc2cc(O)ccc2cc1-c1nnc(Nc2ccc(Oc3ccc4ccccc4c3Cl)c(Cl)c2)s1,-9,·,-7
O=C(Nc1ccc(C(=O)N2[C@@H]3CC[C@H]2CC(O)C3)cc1)C1CCC1 (stereo partly specified),-6,-17,22
Nc1c(C(=O)Nc2nccs2)sc2nc3c(c(-c4cccs4)c12)CCC3,-6,·,22
COCC(C)(C)CNC(=O)c1ccc(F)cc1Cl,-1,·,-3
CCn1nc(C(C)C)cc1C(=O)N(CCN(C)C)CC1CCCO1 (stereo unspecified),-12,-6,·
CSc1ccccc1C(=O)NCC1Cc2cc(-c3ccccc3C(C)=O)ccc2O1 (stereo unspecified),-8,-12,15
CC1CCCC(NC(=O)CSCc2ccc(-n3cccn3)cc2)C1C (stereo unspecified),-5,·,0
CC1(C(=O)Nc2cccc(C#N)c2)CCN1C(=O)Cc1ccc(-c2ccccc2)cc1 (stereo unspecified),0,0,-3
CO[C@H]1C(=O)N(C)C2(CCN(C(=O)Cc3cccs3)CC2)[C@@H]1C(=O)N(C)c1ccccc1,3,-6,20
Cn1c(=O)c2c(nc3n2CC(c2ccccc2)=NN3Cc2ccc(Br)cc2)n(C)c1=O,-2,-10,6
CC(C)COc1nc(-c2cccs2)n(-c2ccc(N)cc2)n1,-10,·,-2
O=C(N[C@@H]1CCCCC1NC(=O)C1CCN(C(=O)C2CCC2)CC1)c1ccc(F)cc1 (stereo partly specified),-3,-4,3
Cc1cc(C)n(C2CCN(Cc3c(C(=O)N4CCCC4)nc4ccccn34)C2)n1 (stereo unspecified),-4,-14,1
COCCn1c(CN(CCN(C)C)C(=O)CC(C)(C)C)cnc1S(=O)(=O)Cc1ccc(F)cc1,-5,-5,·
CCCCNC(=O)Cc1csc(SCC(=O)c2ccccc2)n1,3,-3,·
COCCNC(=O)c1cc(-c2ccc(Cl)cc2)n(-c2ccccc2)c1C,-8,-4,18
CC1Oc2ccc(C#N)cc2N(Cc2ccccc2OC(F)(F)F)C1=O (stereo unspecified),14,·,4
CC(c1ccccc1)N1CC(C(=O)NCCCn2cncn2)CC1=O (stereo unspecified),7,·,-4
O=c1[nH]c2ccccc2n2c(=S)[nH]nc12,38,52*,0
